# Source: PubChem BioAssay
# Yp Topo-I inh – inhibitors of Yersinia pestis topoisomerase I. Y. pestis Topo-I cleavage product accumulation, plate reader. activity, % at 10 µM. hit rate 0.064% among 360,000. AID 504884; in the data active means activity above about 50%, passing the limit was not always enough; further: inactives centre near 2
# Rv3671c inh – inhibitors of M. tuberculosis serine protease Rv3671c. P9WHR9. inhibition, % at 5.96 µM. hit rate 0.048% among 320,000. AID 2606; in the data active means inhibition above about 38%;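 further: extracellular domain of Rv3671c used as enzyme; 0% = enzyme with DMSO and 100% = no enzyme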
# Target sequence (P9WHR9 whole entry, looked up, the tested form may be a part): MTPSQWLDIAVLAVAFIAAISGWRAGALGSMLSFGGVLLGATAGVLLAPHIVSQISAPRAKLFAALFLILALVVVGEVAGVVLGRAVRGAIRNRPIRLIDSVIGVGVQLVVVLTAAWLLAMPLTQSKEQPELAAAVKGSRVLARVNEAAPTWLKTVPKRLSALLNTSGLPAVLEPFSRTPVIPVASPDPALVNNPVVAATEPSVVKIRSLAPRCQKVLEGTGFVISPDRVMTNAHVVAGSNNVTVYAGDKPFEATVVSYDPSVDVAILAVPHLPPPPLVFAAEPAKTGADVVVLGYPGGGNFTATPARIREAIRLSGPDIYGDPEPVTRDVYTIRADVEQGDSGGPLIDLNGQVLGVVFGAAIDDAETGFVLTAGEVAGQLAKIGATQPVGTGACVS
# TcdB GH inh – TcdB glycohydrolase inhibition; P18177; TcdB glycohydrolase enzymatic assay, plate reader; inhibition, % at 9.99 µM; hit rate 0.24% among 350,000; AID 652162; in the data active means inhibition above about 10%
# SSB-PriA inh – inhibitors of Klebsiella pneumoniae PriA binding to SSB C-terminal tail; inhibition, % at 33 µM; hit rate 0.6% among 430,000; AlphaScreen SSBct-PriA binding, biotinylated peptide; in the data active means inhibition mostly above about 37%, no sharp cut-off; inactive means mostly below about 20%;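 further: plate controls were negative control peptide for no effect and reference peptide for full effect; strong numbers were not always called active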
# VHR inh abs – DUSP3 (human) phosphatase inhibition; P51452; recombinant VHR phosphatase, pNPP absorbance; inhibition, % at 13.3 µM; hit rate 0.52% among 290,000; AID 1654; in the data active means inhibition above about 50%; further: some compounds called inactive have numbers as strong as hits
# Target sequence (P51452 whole entry, looked up): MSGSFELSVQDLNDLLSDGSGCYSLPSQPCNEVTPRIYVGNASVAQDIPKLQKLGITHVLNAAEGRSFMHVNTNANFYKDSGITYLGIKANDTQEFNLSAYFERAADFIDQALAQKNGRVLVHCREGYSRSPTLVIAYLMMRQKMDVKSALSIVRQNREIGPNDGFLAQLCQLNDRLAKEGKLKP
# 3CLpro inhibitor – SARS-CoV 3CLpro protease inhibition | P0C6X7 | AID 1706 | hit rate 0.14% among 290,000 | recombinant SARS-CoV 3CLpro, quenched FRET peptide cleavage | inhibition, % at 6 µM; in the data active means inhibition above about 12%
# BH1578 lux ind – inducers of Vibrio cholerae quorum light production without autoinducers; V. cholerae BH1578 lux reporter, luminescence, 6 h; activation, % at 18.7 µM; hit rate 0.16% among 350,000; AID 588436; in the data active means activation mostly above about 9.7%, no sharp cut-off; further: not every result past the cut was called active; inactives centre near 0; reference of the scale not given here
# CCHF vOTU inh – blocks the CCHF virus ovarian tumor domain protease; inhibition, % at 11.5 µM; CCHFV vOTU protease, Pep-AMC fluorescence; hit rate 0.55% among 370,000; in the data active means inhibition above about 30%; further: 0% = vehicle wells with enzyme and 100% = no enzyme wells
# MazEF act – activators of E. coli MazEF toxin-antitoxin RNase. hit rate 0.32% among 350,000. FAM/BHQ RNA-DNA oligo cleavage fluorescence, 5 h. activation, % at 20 µM. P0AE70; in the data active means activation above about 50%
# Target sequence (P0AE70 whole entry, looked up): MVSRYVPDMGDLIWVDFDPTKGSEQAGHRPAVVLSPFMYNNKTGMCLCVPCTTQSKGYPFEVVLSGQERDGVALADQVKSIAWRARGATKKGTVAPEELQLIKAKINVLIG
# PrPC TRFRET – inhibitors of human cell surface prion protein PrPC; P04156; TR-FRET read-out; inhibition, % at 13.8 µM; hit rate 0.43% among 370,000; in the data active means inhibition above about 24%; further: 0% = median of the test wells and 100% = reference compound wells
# * = called active by the depositor; i = inactive; nt = no result given; & = joins results of further samples. An excerpt (hit frequency here may not be typical).
item	smiles	BH1578 lux ind	TcdB GH inh	3CLpro inhibitor	CCHF vOTU inh	MazEF act	SSB-PriA inh	VHR inh abs	Rv3671c inh	PrPC TRFRET	Yp Topo-I inh
1	Cc1cc(-n2c(C)cc(C(=O)COc3ccc4ccc(=O)oc4c3)c2C)no1	-6.3	nt	2	-28	8	-10	16	-7	-1	1
2	CCC(C)(C)NC(=O)CN(C(=O)CCC(=O)Nc1nccs1)c1cccc(C)c1	i	0.8	-2	-1	6	2	1	-2	9	14
3	CC(C)CC(=O)N1CCN(C(=O)c2ccco2)CC1	-0.3	-8.0	1	-7	-8	7	2	-2	7	-3
4	COc1c2c(cc3c1OCO3)CC[N+](C)=C2	-0.4	2.2	7	2	0	-1	21	4	-18	8
5	COc1cccc(NC(=O)CSc2ccc3nnc(-c4ccccn4)n3n2)c1	-3.6	0.6	-1	0	1	-6	9	-6	6	7
6	O=C(Nc1ccc(-c2nc3ccccc3o2)cc1)c1ccc(N2C(=O)C3C4C=CC(C4)C3C2=O)cc1 (stereo unspecified)	-3.1	-4.0	1	0	-1	-1	11	-69	-1	-13
7	COc1ccc2c(c1)c(/C=N/Nc1ccc(C(=O)O)cc1)c(C)n2C	i	0.2	-1	16	0	i	12	-4	-2	-2
8	COc1ccc(C(=O)C2CCCN(Cc3cccn3-c3cccnc3)C2)cc1OC (stereo unspecified)	-0.2	0.5	-3	0	-2	3	7	-3	-3	8
9	Cc1cccc2c1nc(-c1ccccc1)n1cnnc21	i	nt	-1	2	-2	-5	2	3	2	3
10	CCOC(=O)c1c(NC(=O)CSC(=S)N2CCOCC2)sc(C)c1C	1.0	-0.3	0	1	-9	3	-13	7	8	1
11	CCCC(=O)N1CCN(c2ccc(NC(=O)c3ccc(OCC)c([N+](=O)[O-])c3)cc2)CC1	i	nt	0	-5	8	-2	13	-1	-3	4
12	N#Cc1cn(CCOC(=O)c2cccc(C(F)(F)F)c2)c(=O)[nH]c1=O	-0.2	0.9	3	-15	-11	-10	5	4	-9	4
13	COc1ccc(/C=N\NC(=O)C2=NNC(=O)C2C)cc1 (stereo unspecified)	i	nt	6	-2	6	nt	14	-4	0	-6
14	CC(Cc1ccc(O)cc1)NCC(O)c1cc(O)cc(O)c1 (stereo unspecified)	i	-0.9	nt	-10	8	-16	-17	16	2	-2
15	COc1cccc(/C=N/NC(=O)C(=O)NCc2cccnc2)c1OC	-1.3	nt	2	0	5	nt	22	-3	-1	-4
16	CCc1cc2ccc(C)cc2nc1SCC(=O)c1ccc(NC(C)=O)cc1	-0.4	1.1	-2	-11	-16	4	9	-94	-9	25
17	OCC1OC(n2nc3ccccc3n2)C(O)C(O)C1O (stereo unspecified)	i	nt	0	1	-2	0	17	8	2	2
18	COc1ccc(C=C2SC(=S)N(CCCC(=O)Nc3ccc(C(=O)O)c(O)c3)C2=O)cc1OC	1.1	1.5	nt	22	nt	nt	nt	nt	-44	12
19	O=C(COC(=O)c1ccc([N+](=O)[O-])s1)Nc1cccc(S(=O)(=O)NC2=NCCCCC2)c1	-1.2	-0.3	7	58*	3	6	2	-33	-20	4
20	CCCOc1ccc(C(=O)Nc2cc(S(=O)(=O)N3CCOCC3)ccc2N2CCOCC2)cc1	i	1.0	nt	9	2	-7	nt	-10	3	-2
21	COc1ccc(CCNC(=O)c2cccc(S(=O)(=O)N3CCCC3)c2)cc1OC	-1.2	-0.5	nt	-7	2	2	nt	-6	-1	9
22	Cc1ccc(CSc2nnc([C@@H]3CCCN3C(=O)OC(C)(C)C)o2)cc1	-0.5	0.6	-3	-1	-3	-9	-10	-5	7	16
23	O=C1NC[C@H](Cc2ccccc2)N(CC2CCN(CCCCc3ccccc3)CC2)C1=O	-1.4	1.6	nt	-7	9	-12	nt	nt	-5	6
24	CN(Cc1cn(C)nc1-c1ccccc1F)C1CCOC1 (stereo unspecified)	1.7	-0.9	-2	-15	4	-5	33	-18	6	6
25	CCC(=O)Nn1cnc2c(c1=O)C1(CCCCC1)Cc1ccccc1-2	0.5	nt	4	9	-2	4	17	-5	-5	-5
26	O=[N+]([O-])c1ccc(NC(=S)NCCc2ccccc2)cc1	i	1.2	5	16	-1	27	2	-14	-4	-9
27	O=c1cnn(-c2ccc(Cl)cc2Cl)c(-c2ccccc2)c1	i	nt	7	-5	11	0	0	-1	-1	6
28	O=C(NCc1ccc(F)cc1)c1cccc2c1C(=O)c1ccc(N3CCC(Cc4ccccc4)CC3)cc1S2(=O)=O	i	-7.6	nt	19	i	-10	nt	-23	2	14
29	COc1ccc(C)c(NC(=O)NCCc2cnc[nH]2)c1	0.4	0.7	0	-6	11	1	64	3	-2	4
30	O=C(NCC1CCN(Cc2cccc(Cl)c2)CC1)C1CCCN(c2ncnc3c2nc2n3CCCCC2)C1 (stereo unspecified)	-0.9	-0.2	5	13	-1	6	18	-4	-9	14
31	O=c1nc(N2CCCC2)nc(Nc2ccccc2)[nH]1	0.4	0.6	1	0	9	-11	-2	3	-7	2
32	CCOC(=O)C1=C(C)NC2=C(C(=O)C(C(=O)OCC)C(c3ccccc3OC)C2)C1c1ccccn1 (stereo unspecified)	i	nt	0	-15	2	-4	25	-8	-8	6
33	Cc1ccc(NC(=O)CCC(=O)NN=Cc2ccc(C)o2)c(C)c1	-2.3	1.7	nt	7	nt	nt	nt	nt	5	5
34	C=CCn1c(=NC(=O)c2cccs2)sc2cccc(OC)c21	2.0	-0.8	-7	-3	8	3	6	-34	-4	0
35	Cc1ccc2cccc(OCC(=O)NCCC3=CCCCC3)c2n1	-3.4	nt	nt	nt	1	-6	nt	2	nt	29
36	CCC(c1ccccc1)c1nnc(NC(=O)c2ccco2)s1 (stereo unspecified)	-0.6	0.3	3	12	6	3	25	-17	5	-7
37	Cc1ccc(NC(=O)CCC(=O)NNC(=O)NC2CCCCC2)c(C)c1	i	1.0	-2	-14	0	-7	12	4	8	6
38	COc1ccc(CCNC(=O)COC(=O)/C=C/c2cc(OC)c(OC)c(OC)c2)cc1OC	-0.3	4.3	4	-8	-2	-2	1	0	2	22
39	Cc1ccccc1OCC(=O)NNC(=O)C1CCCCC1C(=O)O (stereo unspecified)	-0.3	nt	-1	15	0	-8	-8	-6	5	-3
40	COc1cc(CN(C)Cc2cccc3ccccc23)cc([N+](=O)[O-])c1O	-0.5	1.1	-5	0	3	18	-7	-2	-12	3
41	O=C(CN1C(=O)c2cccc([N+](=O)[O-])c2C1=O)OCC(=O)N1CCCCC1	i	1.3	nt	10	-4	-9	nt	-2	4	0
42	O=C(NCC(=O)N(c1ccccc1)C(C(=O)NC1CCCC1)c1ccncc1)c1cccs1 (stereo unspecified)	-5.6	2.0	-4	-1	4	-5	7	-7	6	15
43	Cc1[nH]c2ccccc2c1CCN(Cc1cccnc1)C(=S)NC(C)(C)C	-1.3	0.6	-4	9	3	12	-3	-6	-8	24
44	Cc1cc(C)cc(N(CC(=O)NCc2ccco2)C(=O)CCC(=O)Nc2nccs2)c1	i	0.2	1	-8	5	7	22	11	2	1
45	CN(C)c1ccc(CNCc2cccnc2)cc1	-0.5	-0.7	nt	-3	16	1	nt	1	2	-1
46	CCOc1cc(CNCc2cccnc2)ccc1OCC(=O)NC(C)(C)C	-0.2	0.4	-2	4	8	-6	26	1	1	-6
47	Fc1ccccc1OCCCn1ccnc1	-0.2	0.4	0	4	-3	-10	18	3	-2	0
48	CC1CC(C)CN(C(=O)COC(=O)c2ccc3ncsc3c2)C1 (stereo unspecified)	2.5	0.9	nt	5	3	0	nt	6	4	0
49	COc1ccc(NC(=O)CSc2nc3[nH]c(=O)[nH]c(=O)c3s2)cc1OC	i	0.6	4	-5	-5	-1	26	-2	2	-1
50	CCCS(=O)(=O)N1CCN(C(=O)c2cccnc2)CC1	i	nt	-2	-1	5	-10	-12	-2	-2	-3
51	COc1ccc(C(=O)NCc2ccccc2CN2CCCC2)cc1S(=O)(=O)N1CCOCC1	-1.8	0.3	nt	-18	2	-6	nt	nt	-11	-7
52	O=C(NC(=S)Nc1ccc(CN2CCOCC2)cc1)c1ccccc1[N+](=O)[O-]	i	1.2	0	2	1	-9	13	-5	-3	-3
53	Cc1cccc(C)c1NC(=O)CNC(=O)c1c(C)nn(-c2ccccc2)c1C	0.5	2.7	nt	33*	2	-4	nt	4	-5	9
54	N#Cc1c(-c2ccccc2)nc(SCc2nc(N)nc(N3CCCCC3)n2)[nH]c1=O	-10	nt	2	15	-5	-12	3	-3	12	10
55	CCOc1cc(-c2cc(-c3ccc(OC)cc3)nc(N)c2C#N)ccc1O	i	0.9	9	-9	8	-1	3	-13	-13	12
56	CCCN1CCN(C(=S)Nc2ccc3nc(N4CCN(CC)CC4)cc(C)c3c2)CC1	0.4	-1.1	-11	-16	13	9	24	1	-7	6
57	CC(C)(C)C(=O)Nc1nc(=S)ss1	i	nt	-2	4	4	-8	7	-3	0	-4
58	CCN(CC)C(=O)CSc1nc(C)cc(C)n1	4.6	1.5	-1	5	0	-17	-5	0	0	-4
59	Cc1noc(C)c1S(=O)(=O)N1CCC(C(=O)NC2CCCc3ccccc32)CC1 (stereo unspecified)	-0.4	nt	4	-3	6	19&-17	-36	-6	0	-9
60	CC(/C=N/n1c(C2CCCCC2)n[nH]c1=S)=C\c1ccccc1	-0.3	nt	-2	10	6	nt	22	-5	3	6

# The list continues.
item	smiles	BH1578 lux ind	TcdB GH inh	3CLpro inhibitor	CCHF vOTU inh	MazEF act	SSB-PriA inh	VHR inh abs	Rv3671c inh	PrPC TRFRET	Yp Topo-I inh
61	COc1cccc(OC(=O)c2cc3ccccc3oc2=O)c1	-0.5	-0.7	2	14	0	-1	19	4	-2	-14
62	CCC(=O)Nc1nnc(-c2ccccn2)o1	-0.2	-0.7	-1	-8	7	10	9	4	-1	11
63	CCOC(=O)c1sc(NC(=S)NC(=O)c2ccc(OC)cc2)nc1C	i	0.4	-5	-7	6	-8	-12	-1	-1	-3
64	COc1ccc(C(C)(C)C)cc1NC(=O)CSc1ncn[nH]1	-1.1	0.5	nt	4	-5	5	nt	nt	6	6
65	Cn1c(CC(=O)Nc2ccccc2Cl)nnc1SCC(=O)Nc1nncs1	-0.3	1.4	6	7	5	5	36	5	2	6
66	C=CCNc1nc(C(=O)OCC(=O)Nc2cccc(SC)c2)cs1	-1.2	1.5	nt	9	-1	-4	nt	nt	3	-1
67	CCCCNC(=O)CCC(=O)NNc1nc2ccccc2c2nc(-c3ccccc3)nn12	-0.2	-1.4	-4	-11	-12	6	-4	-12	7	14
68	CCCN=C1N(C)C[C@@H]2[C@@H]3C(=O)N(Cc4ccccc4)C(=O)[C@@H]3[C@](CC)(C(=O)OC)N12	i	1.1	nt	-5	-3	-7	nt	nt	7	1
69	Cc1ccc(NC(=O)CCC(=O)NNC(=O)COc2cccc3ccccc23)c(C)c1	i	0.6	0	-4	-21	-9	32	-25	-2	2
70	Cc1nnc(NNS(=O)(=O)c2ccc(Cl)cc2)[nH]c1=O	i	-7.1	-2	-1	-1	-4	5	9	0	8
71	COc1ccc(OC)c(S(=O)(=O)Nc2c(C)cccc2C)c1	-0.4	2.8	-1	-7	5	-15	26	7	-3	5
72	Brc1ccccc1OCCCN1CCOCC1	-0.2	nt	2	-1	5	-11	9	-15	-4	-5
73	C/C(CC(=O)Nc1cc(C)ccn1)=N\NC(=O)c1ccncc1	-0.4	-2.5	-2	3	2	nt	8	-19	-7	1
74	CC1=C(C(=O)OC(C)C)C(c2ccc(N(C)C)cc2)C2=C(CC(C)(C)CC2=O)N1 (stereo unspecified)	-0.2	nt	-1	16	-8	6	14	0	-4	-13

# From entry 61 up to 62, as listed above:
item	smiles	BH1578 lux ind	TcdB GH inh	3CLpro inhibitor	CCHF vOTU inh	MazEF act	SSB-PriA inh	VHR inh abs	Rv3671c inh	PrPC TRFRET	Yp Topo-I inh
61	COc1cccc(OC(=O)c2cc3ccccc3oc2=O)c1	-0.5	-0.7	2	14	0	-1	19	4	-2	-14
62	CCC(=O)Nc1nnc(-c2ccccn2)o1	-0.2	-0.7	-1	-8	7	10	9	4	-1	11
